FEN1 inhibitor – human FEN1 inhibition; Potency, µM (highest dose often 114 µM), for inactives: at the top dose activity change, negative = inhibition, actives largely listed as inhibitors; Recombinant FEN1 flap cleavage, fluorescence, 15 min; actives 0.35% (n = 390,000); AID 588795; P39748; also: nearly all actives have a fitted effect of over 65% in size
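Compounds are tested as a concentration series against 10 nM FEN1; after a 15 min room-temperature preincubation, 50 nM substrate starts cleavage, with plate reads at 0 and 15 min. Normalized responses are fitted by a Hill equation.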
KAT2A inh – blocks human GCN5L2 histone acetyltransferase | GCN5L2 HAT assay, ThioGlo1 CoA-SH fluorescence | Potency, µM (titrated, usually from 58.9 µM), inactives show top-dose activity change, negative = inhibition, usual class: inhibitors | actives 0.21% (n = 390,000)
Target sequence (Q92830 whole entry, looked up): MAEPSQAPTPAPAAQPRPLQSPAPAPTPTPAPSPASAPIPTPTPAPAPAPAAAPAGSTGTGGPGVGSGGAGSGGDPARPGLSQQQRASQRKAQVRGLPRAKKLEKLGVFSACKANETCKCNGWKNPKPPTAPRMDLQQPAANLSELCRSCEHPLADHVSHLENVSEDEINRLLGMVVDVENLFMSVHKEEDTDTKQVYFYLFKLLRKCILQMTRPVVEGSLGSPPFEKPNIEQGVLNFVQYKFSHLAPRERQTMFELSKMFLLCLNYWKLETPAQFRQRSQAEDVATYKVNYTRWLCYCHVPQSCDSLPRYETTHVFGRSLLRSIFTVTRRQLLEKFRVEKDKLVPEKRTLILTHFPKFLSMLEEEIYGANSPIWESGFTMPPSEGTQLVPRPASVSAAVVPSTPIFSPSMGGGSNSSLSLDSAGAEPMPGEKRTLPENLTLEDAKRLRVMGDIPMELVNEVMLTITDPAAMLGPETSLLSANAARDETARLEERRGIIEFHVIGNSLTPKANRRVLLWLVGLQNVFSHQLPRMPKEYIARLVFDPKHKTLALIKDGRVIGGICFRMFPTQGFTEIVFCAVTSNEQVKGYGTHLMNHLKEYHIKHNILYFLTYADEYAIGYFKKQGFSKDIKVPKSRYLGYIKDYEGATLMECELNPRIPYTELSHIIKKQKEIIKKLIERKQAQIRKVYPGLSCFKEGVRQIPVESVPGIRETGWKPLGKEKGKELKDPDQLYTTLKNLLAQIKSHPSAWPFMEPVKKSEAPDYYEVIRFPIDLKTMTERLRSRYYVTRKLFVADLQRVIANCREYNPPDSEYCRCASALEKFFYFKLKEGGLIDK
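Free CoA generated was detected with ThioGlo1 (50uM) fluorescence at Ex340nm/Em540nm, read immediately and after 20 min at room temperature. Enzyme, 20 nM in HEPES pH 7.5 buffer, saw compounds 15 min before adding 75uM H3(1-25) peptide and 70uM acetyl-CoA.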
N370S GC – inhibitors or activators of N370S glucocerebrosidase for Gaucher disease | actives 0.092% (n = 330,000) | N370S GC spleen homogenate, 4MU-glucoside fluorescence | P04062 | Potency, µM (top dose mostly 59.4 µM), for the others: at the highest dose activity change, negative = inhibition, most hits filed as inhibitors | AID 2101;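 also: 0% = full enzyme activity and -100% = no enzyme basal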
Numbers without * were called inactive; ? = inconclusive; / = not tested or not shown; & = joins results of further samples; [ ] = remark or other dose. Calls follow the shape of the dose curve; as a rule, active = well fitted curve in the direction sought with a large enough effect; inconclusive = small, poorly fitted or top-dose-only effect, or another doubt; inactive = no such curve, though single readings can be large; an effect the other way counts as inactive or inconclusive. Unless noted, % is scaled to controls: 0 for no effect and ±100 for the full control effect; potency is read from the fitted curve at half-maximal effect. The list is partial (hit frequency here may not be typical).

Start of the listing, in advance:
compound | FEN1 inhibitor | KAT2A inh | N370S GC
CN(CCC#N)C(=O)c1ccc(CNS(=O)(=O)c2ccc(F)cc2)cc1 | -5% | 21% | 3%
CC(C)(C)OC(=O)N1CCC(C(=O)NNC(=O)c2ccc(Cl)cc2Cl)CC1 | -1% | -5% | -14%
Cn1c(N)c(C(=O)COC(=O)CCc2ccccc2)c(=O)n(C)c1=O | 0% | -8% | 3%
CCC(=O)N1CCc2cc(S(=O)(=O)CCC(=O)N3CCN(c4cccc(Cl)c4)CC3)ccc21 | -10% | -4% | /
CCOC(=O)c1cc2c(n(-c3ccc(Cl)cc3)c1=O)CCCC2=O | 4% | -5% | 3%

All compounds of this part, repeating the preview:
compound | FEN1 inhibitor | KAT2A inh | N370S GC
CN(CCC#N)C(=O)c1ccc(CNS(=O)(=O)c2ccc(F)cc2)cc1 | -5% | 21% | 3%
CC(C)(C)OC(=O)N1CCC(C(=O)NNC(=O)c2ccc(Cl)cc2Cl)CC1 | -1% | -5% | -14%
Cn1c(N)c(C(=O)COC(=O)CCc2ccccc2)c(=O)n(C)c1=O | 0% | -8% | 3%
CCC(=O)N1CCc2cc(S(=O)(=O)CCC(=O)N3CCN(c4cccc(Cl)c4)CC3)ccc21 | -10% | -4% | /
CCOC(=O)c1cc2c(n(-c3ccc(Cl)cc3)c1=O)CCCC2=O | 4% | -5% | 3%
NC(N)=N/N=C/c1ccc(Br)cc1 | 20% | -3% | -9%
CC(C)(C)C(=O)Cn1c(=N)n(Cc2ccccc2Cl)c2ccccc21 | 9% | -4%[0.501 µM] | 6%
O=C(Nc1ncnc2sc3c(c12)CCCC3)c1ccncc1 | -2% | -2% | -3%
Cc1cc(C)cc(OCC(=O)NNC(=O)CN2C(=O)c3ccccc3C2=O)c1 | 1% | -4% | -10%
CC1CN(C(=S)NC(=O)c2ccccc2)CC(C)O1 (stereo not drawn) | 3% | -15% | -2%
C/C(Cl)=C/CSc1nnc2n(N)c(=O)c3ccccc3n12 | -1% | -1% | 18%
CS(=O)(=O)N1CCc2cc(S(=O)(=O)N3CCN(Cc4ccc5c(c4)OCO5)CC3)ccc21 | 2% | 0% | 1%
CCN(CC)CCCNC(=O)c1ccc2c(c1)sc1nc(-c3ccc(C)cc3)cn12 | -3% | -9% | /
Cc1cccc(NC(=O)Cn2cc([N+](=O)[O-])cn2)n1 | 1% | -2% | -2%
Cc1ccc(SCCNC(=O)c2ccc(C)c(S(=O)(=O)Nc3cccc(C)c3)c2)cc1 | 5% | -10% | -12%
CCCc1nc2sc3c(=O)n(N)cnc3c2c2c1CCCC2 | 14% | 5% | -8%
CCOc1cccc2sc(NC(=O)CS(=O)(=O)c3ccc(C)cc3)nc12 | 18% | 4% | /
CCc1cc2cc3c(cc2nc1SCC(=O)Nc1nccs1)OCO3 | -10% | -4% | 24%
CC(C)C[C@H](NC(=O)N1CC(=O)Nc2ccccc21)C(=O)N[C@H](Cc1ccccc1)C(=O)O | -6% | -8% | -8%
CCN(C(=O)CSc1cccc[n+]1[O-])c1ccccc1 | 3% | -2% | /
CC(C)COP(=O)(c1ccc(N(C)C)cc1)C(O)c1cccnc1 (stereo not drawn) | -6% | -4% | 5%
COc1ccc(NC(=O)c2ccc(C)cc2Cl)c([N+](=O)[O-])c1 | 2% | 1% | -2%
Cn1c(=O)c2c(-c3cccc(Br)c3)c(C#N)c(N)nc2n(C)c1=O | 0% | 0% | -2%
C[C@H](NC(=O)c1nc[nH]c1C(=O)NCCCCCNC(=O)OC(C)(C)C)c1ccccc1 | 2% | 1% | /
Cc1ccc(CC(=O)N2CCOCC2)cc1 | 1% | -2% | 3%
Cc1sc2nc(CN3CCCC3)nc(N3CCN(S(=O)(=O)c4ccccc4)CC3)c2c1C | -23% | -10% | /
COc1ccc(OCc2nc(-c3ccc(OC)c(OC)c3)no2)cc1 | -24% | -3% | /
C[C@H](NC(=O)c1ccccc1Cl)C(=O)OCCOc1cccc(Cl)c1 | -4% | -4% | -5%
CCCC(=O)Nc1ccc2c(c1)COC2=O | -2% | 21% | -3%
CC(=O)N1CCN(c2ccc(S(=O)(=O)NCCN(C(C)C)C(C)C)cc2[N+](=O)[O-])CC1 | 6% | -4% | -17%
O=S(=O)(NCc1ccc(Cl)cc1)c1ccc(Cl)nc1 | -2% | -3% | 1%
COc1ccccc1N(CC(=O)Nc1ccccc1C(=O)NC(C)C)S(C)(=O)=O | -2% | -1% | 1%
CNc1ccc([N+](=O)[O-])cc1-c1nc2ccccc2[nH]c1=O | 5% | 3% | 10%
CCOC(=O)c1ccccc1NC(=O)CSc1nccn1C | 3% | -2% | 8%
CCN1CCN(c2c(S(=O)(=O)c3ccc(Cl)cc3)cnc3ccccc23)CC1 | -6% | 1% | /
Cc1ccc(-c2nc(CSCC(=O)NCC3CCCO3)c(C)o2)cc1 (stereo not drawn) | -18% | 0% | -3%
Cn1c2ccccc2c2nnc(SCC(=O)NC3CCCC3)nc21 | -6% | -8% | 1%
Cc1c(OCC(F)(F)F)ccnc1CSc1nc2ccccc2[nH]1 | -14% | -8% | 2%
COc1ccc(-c2nc3cc(C)ccn3c2NC(=O)c2ccc(C)c(C)c2)cc1 | -7% | -24% | /
Cc1cc(Nc2ccccc2F)n2ncnc2n1 | 17% | -6% | -11%
COc1ccc(-c2nc3c(c(SCC(=O)Nc4ccccc4OC)n2)Cc2cccc(C)c2O3)cc1 | 21% | 1% | /
Cc1ccc(C(=O)COC(=O)c2cc(-c3ccccc3)nc3ccccc23)cc1C | -9% | -10% | /
O=C(Nc1ccc(Cl)cc1-c1nc2ccccc2s1)c1ccco1 | -5% | -7% | 4%
CP(C)(=O)CCP(=O)(c1ccccc1)c1ccccc1 | -1% | 0% | -1%
O=C(Cc1ccc(S(=O)(=O)N2CCOCC2)s1)N1CCN(S(=O)(=O)c2cccc([N+](=O)[O-])c2)CC1 | -1% | -25% | -2%
COc1cccc(NC(=O)C(=O)N2CCOCC2)c1 | -3% | 0% | 7%
Cc1cccc(-n2ccnc2SCC(=O)Nc2ccc(F)cc2F)c1C | -24% | -6% | /
O=C(CSc1ncnc2ccccc12)NCc1ccco1 | 3% | 3% | -6%
O=C(O)c1ccc2c(=O)n3c(nc2c1)/C(=C/c1cccc(Cl)c1Cl)CCCC3 | 2% | -4% | 4%
CCc1ccc(OCCNC(=O)c2ccco2)cc1 | -4% | 3% | -6%

The list continues:
compound | FEN1 inhibitor | KAT2A inh | N370S GC
NC(=O)C1(c2ccccc2)CCC(=O)N1c1ccccc1 (stereo not drawn) | 0% | -6% | 4%
Cc1onc(-c2c(Cl)cccc2Cl)c1C(=O)N1CCc2ccccc21 | -16% | 0% | -3%
COc1ccc(-c2oc(/N=C/N3CCCC3)c(C#N)c2-c2ccc(OC)cc2)cc1 | 10% | -16% | ?
Cc1ccc(S(=O)(=O)N(CC(=O)Nc2ccc(Cl)c([N+](=O)[O-])c2)C2CCCCC2)cc1 | -12% | -13% | 5%
c1ccc(-c2nc(C3CCCCC3)c3ccccc3n2)cc1 | 13% | -1% | -4%
COc1ccc(CN(C)C(=O)CNC(=O)CNC(=O)c2ccc(Cl)cc2Cl)cc1F | 13% | -7% | 2%
O=C1NC(=Nc2cccc(Cl)c2)SC1Cc1cccc(Cl)c1Cl (stereo not drawn) | -1% | -1% | -18%
N#CC[C@H](c1ccccc1)N1CCN(Cc2ccccc2)CCC1=O | -10% | -7% | -8%
c1ccc(-c2cnc(-c3cccnc3)o2)cc1 | 0% | -7% | 1%
COc1ccc(CCC(=O)N2CCN(S(=O)(=O)c3cccs3)CC2)cc1 | -8% | -3% | 6%

(more compounds)
Order of results: FEN1 inhibitor | KAT2A inh | N370S GC
CCCNC(=O)CCn1cc(-c2ccc(OC)cc2)nc1CCN
    -12% | -5% | 2%
O=C1NCCN(Cc2ccoc2)C1CC(=O)N(CCO)Cc1ccccc1 (stereo not drawn)
    11% | -1% | 4%
O=C(NCCCN1CCc2ccccc2C1)Nc1ccc(Cl)cc1
    -14% | 28% | -14%
O=C(Nc1cccc(Cl)c1)c1cc2c(=O)[nH]c3ccccc3c2s1
    -6% | -5% | /
O=C1C2CCC(C(O)C2)N1Cc1ccccc1 (stereo not drawn)
    -3% | -1% | 3%
CCOC(=O)CN(C(=O)CSc1nnc2c(n1)[nH]c1c(C)cc(C)cc12)c1ccccc1
    / | -15% | -14%
O=C(CNC(=O)/C=C/c1ccco1)N=Nc1c(O)[nH]c2ccccc12
    -3% | -5% | 2%
N#Cc1cc2c(=O)n3ccccc3nc2n(CCCn2ccnc2)c1=N
    ? | -4% | -6%[2.35 µM]
Cn1cccc1C(=O)N1CCC2(CCCN(c3ccc(-c4ccccc4)cc3)C2)CC1
    / | 0% | 11%
Cc1csc(=O)n1CC(=O)OCC(=O)NNC(=O)c1ccc([N+](=O)[O-])cc1
    -5% | 0% | -16%
COCCN(C(=O)CSc1nnc(C)n1Cc1ccccc1)c1c(N)n(CC(C)C)c(=O)[nH]c1=O
    -4% | -8% | -15%
COc1cccc(CC(=O)n2nc(N)c3cc4ccc(OC)cc4nc32)c1
    13% | -4% | -2%
Cc1cc(OCC(=O)NCC2CCC(C(=O)O)CC2)c2c(C)c(Cc3ccccc3)c(=O)oc2c1 (stereo not drawn)
    -2% | -9% | -6%
CC(C(=O)N(C1CC1)C1(C(=O)Nc2ccccc2)CCCC1)N1C(=O)c2ccccc2C1=O (stereo not drawn)
    -19% | -6% | -19%
COc1ccccc1CCNC(=O)c1ccc(NC(=O)N2CC(C)Sc3ccccc32)cc1 (stereo not drawn)
    -8% | -11% | /
CC(C)NC(=O)NC(=O)COc1ccc(Br)cc1Br
    10% | -11% | 7%
Cc1ccc(C)c(OCc2nnc(N)s2)c1
    -1% | -2% | 2%
CCN(C(=O)c1nn(C)c2c1CSc1ccccc1-2)c1cccc(C)c1
    51% | -15% | /
COc1ccc(Nc2oc(COc3cccc(C)c3)nc2C#N)cc1
    -22% | -11% | 4%
CN1CCN(C(=S)c2cn(CCOc3ccccc3F)c3ccccc23)CC1
    1% | -2% | -29%
Cc1cccc(NC(=O)CCC(=O)NCCO)c1
    -11% | -4% | 7%
O=C(Nc1ccccc1)c1ccc(N2CCN(c3ccccn3)CC2)c(S(=O)(=O)N2CCOCC2)c1
    -15% | -3% | 2%
CCc1nnc(NC(=O)c2cc(=O)c3cc(C)ccc3o2)s1
    5% | -1% | /
COC(=O)CN(c1ccccc1OC)S(=O)(=O)c1ccccc1
    6% | -17% | 10%
COc1ccc(Nc2cc(C(=O)NCCCN3CCN(C)CC3)c3ccccc3n2)cc1OC
    -15% | 6% | -22%
COc1cccc(CN(C)CC(=O)NCc2ccccc2Cl)c1OC
    20% | -17% | 5%
CCN(CC)c1ccc(N=Cc2ccc([N+](=O)[O-])o2)cc1
    -24% | 1% | -5%
COc1ccc(C(=O)NC2(C(F)(F)F)C(=O)Nc3c2c(=O)[nH]c(=O)n3CCc2ccc(OC)c(OC)c2)cc1 (stereo not drawn)
    0%&9% | -11%&38% | 8%
CCOc1ccc(CN2CCN(Cc3cccc4c3OCO4)CC2CCO)cc1 (stereo not drawn)
    -4% | -1% | -19%
CCc1ccc(NC(=O)CCc2nnc3n(C)c(=O)c4sccc4n23)cc1
    18% | -2% | /
COC(=O)c1sccc1NC(=O)Cn1nnc(-c2ccccc2C)n1
    -20% | -10% | 7%
Cn1c(=O)c2c(nc(SCc3ccc(C(=O)O)cc3)n2C)n(C)c1=O
    -3% | 4% | 2%
COc1ccc([C@H]2CC(=O)C=C(c3ccc(-c4ccccc4)cc3)C2)cc1OC
    14% | -3% | /
CCNC(=O)COC(=O)c1cc(C)n(-c2ccccc2)c1C
    -13% | 1% | -2%
CCOC(=O)/C=c1\s/c(=C\c2ccc3cc(OC)ccc3c2)c(=O)n1CC(=O)NCc1ccc2c(c1)OCO2
    3% | -6% | 2%
CN(C)CCCOC(=O)c1ccccc1
    5% | -8% | 10%
CCCCOC(=O)CSc1nc2c(cc1C#N)C(=O)CC(C)(C)C2
    -15% | -13% | 8%
Cc1cccc(C)c1NS(=O)(=O)c1c(C(=O)N2CCCCC2)c(C)n(C)c1C
    -5% | -4% | -8%
O=C(Cn1cc(S(=O)(=O)Cc2ccccc2Cl)c2ccccc21)NCc1ccccc1Cl
    -3% | -9% | /
COCc1c(C(=O)OCC(=O)N2c3ccccc3CC2C)oc2ccccc12 (stereo not drawn)
    -5% | 0% | -5%
